Source: PubChem BioAssay (several laboratories)
DAX1 inh-1 = inhibitors of DAX1 repression of SF-1 activated StAR promoter; HEK293T StAR-luciferase reporter, SF-1/DAX-1 repression relief; inhibition, % at 6.8 µM; 1.1% of 370,000 active; AID 652010;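 active means inhibition above the mean over all tested compounds plus 3 SD, cut at about 3.6% in these data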;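 further: 0% = DAX-1 cells with DMSO and 100% = cells lacking DAX-1 with DMSO; higher inhibition means more luminescence from relief of DAX-1 repression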
GAA850 FXN act = frataxin GAA850 promoter activation | HEK293 lucGAA850 FXN promoter luciferase reporter, 24 h; percent of 10 µM SAHA response | activation, % at 6 µM | 0.56% of 360,000 active | AID 540364;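 active means activation above the average of all compounds screened plus 3 SD, cutoff fixed separately per campaign, cut at about 7.5% in these data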;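 further: 0% = DMSO wells and 100% = 10 µM SAHA wells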
NPR1 activator = GC-A (human) enzyme activation | P16066 | HEK293 GC-A cells, cGMP TR-FRET, EC30 ANP; 0% at EC30 ANP, 100% saturating ANP | activation, % at 10 µM | 0.14% of 370,000 active | AID 1671463; in the data active means activation above about 40%
hgDAF12 agonist = activates the H. glycines DAF-12 receptor ligand-binding domain. HEK293 GAL4-hgDAF12 UAS-luciferase reporter, agonist luminescence; normalized to butyrate control. activation, % at 6.8 µM. 1.8% of 370,000 active. AID 687014;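 active means activation above a cutoff set at the mean of all screened compounds plus 3 SD, cut at about 10% in these data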;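 further: 0% = DMSO wells and 100% = sodium butyrate wells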
ADAM17 inh = ADAM17 inhibition, QFRET primary screen | P78536 | recombinant ADAM17, EDANS/DABCYL FRET peptide cleavage | inhibition, % at 6.95 µM | 0.83% of 370,000 active | AID 720648;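 active means inhibition above the mean of compounds lying between control limits plus 3 SD, set per campaign, cut at about 8.5% in these data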;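 further: 0% = DMSO-only wells as the low control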
Target sequence (P78536 215-824 limits assumed): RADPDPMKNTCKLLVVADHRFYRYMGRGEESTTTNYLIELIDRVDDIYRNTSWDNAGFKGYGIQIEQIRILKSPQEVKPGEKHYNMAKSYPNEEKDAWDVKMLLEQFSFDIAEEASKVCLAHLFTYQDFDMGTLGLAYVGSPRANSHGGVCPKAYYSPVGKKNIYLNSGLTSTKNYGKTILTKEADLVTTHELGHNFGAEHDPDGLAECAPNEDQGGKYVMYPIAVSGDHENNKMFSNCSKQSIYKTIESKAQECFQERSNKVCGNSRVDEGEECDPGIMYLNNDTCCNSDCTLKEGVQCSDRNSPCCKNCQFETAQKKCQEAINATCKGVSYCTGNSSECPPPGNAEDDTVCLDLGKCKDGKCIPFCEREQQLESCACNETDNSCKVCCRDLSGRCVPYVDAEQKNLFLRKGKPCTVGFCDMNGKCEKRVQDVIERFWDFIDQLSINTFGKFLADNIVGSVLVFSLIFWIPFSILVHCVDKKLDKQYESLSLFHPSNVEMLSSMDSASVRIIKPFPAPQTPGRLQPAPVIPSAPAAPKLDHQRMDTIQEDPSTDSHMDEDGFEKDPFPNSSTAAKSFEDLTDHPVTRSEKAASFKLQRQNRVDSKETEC
hcDAF12 agonist = activates DAF-12 receptor from parasite H. contortus; AID 652067; activation, % at 6.8 µM; 1.4% of 370,000 active; HEK293 hcDAF-12 lit1-tk-luc reporter, luminescence; 0% DMSO, 100% Δ7-dafachronic acid;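 active means activation above the mean of all tested compounds plus 3 SD, cut at about 5.5% in these data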;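 further: 100% = response to 3 µM Δ7-dafachronic acid high control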
ssDAF-12 act = activators of S. stercoralis DAF-12 nuclear receptor | HEK293 ssDAF-12/GRIP1 lit1-tk-luc reporter, luminescence; % of 3 µM dafachronic acid response | activation, % at 6.8 µM | 1% of 370,000 active;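 active means activation above the mean over all tested compounds plus 3 SD, cut at about 0.9% in these data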;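 further: 0% = DMSO-only wells and 100% = 3 µM delta7-dafachronic acid wells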
SMARCA2 activ = activators of SMARCA2 function | 1% of 370,000 active | MG213 cells, MMTV-luciferase reporter, dexamethasone, overnight | activation, % at 9.1 µM; in the data active means activation above about 7.8%;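 further: 0% = vehicle wells and 100% = reference activator wells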
DAX1 inh-2 = inhibitors of human orphan nuclear receptor DAX1 (NR0B1); AID 504766; inhibition, % at 6.75 µM; P51843; HEK293 Gal4-DAX1 luciferase reporter, luminescence; 0.99% of 340,000 active;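 active means inhibition above the mean over all tested compounds plus 3 SD, cut at about 4.2% in these data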;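 further: 0% = DAX1-transfected cells with DMSO and 100% = empty-vector control cells with DMSO; inhibition shows as a rise in luminescence from relieved DAX1 repression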
Target sequence (P51843 207-470 limits assumed): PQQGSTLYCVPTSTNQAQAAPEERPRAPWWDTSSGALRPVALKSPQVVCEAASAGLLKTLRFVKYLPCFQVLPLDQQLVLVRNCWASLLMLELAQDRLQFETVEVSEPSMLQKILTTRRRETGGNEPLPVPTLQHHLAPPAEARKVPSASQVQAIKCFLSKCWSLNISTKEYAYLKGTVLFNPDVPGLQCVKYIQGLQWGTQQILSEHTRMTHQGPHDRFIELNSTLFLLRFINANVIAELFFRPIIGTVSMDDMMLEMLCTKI
PG9 Ab binder = PG9 antibody binding by small molecule. inhibition, % at 6.7 µM. 0.43% of 360,000 active. TR-FRET gp120-PG9 antibody binding; in the data active means inhibition above about 8.5%
ADAM10 inh = inhibitors of human ADAM10; O14672; recombinant ADAM10, EDANS/DABCYL FRET peptide cleavage, 3 h; inhibition, % at 7 µM; 0.62% of 370,000 active;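 active means inhibition above a per-campaign cutoff equal to the mean of compounds falling between control-based bounds plus 3 SD, cut at about 20% in these data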;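 further: 0% = DMSO wells while the 100% control is not disclosed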
* hit, by the source's call; i = inactive; x = not tested or not shown; & = joins results of further samples.

SMILES	DAX1 inh-1	GAA850 FXN act	NPR1 activator	hgDAF12 agonist	ADAM17 inh	hcDAF12 agonist	ssDAF-12 act	SMARCA2 activ	DAX1 inh-2	PG9 Ab binder	ADAM10 inh
O=C(CCc1ccccc1)N[C@H]1[C@@H](OC(=O)c2cccnc2)CCC[C@]12C(=O)N(Cc1ccccc1)c1ccccc12	0.8	x	-12	-2.9	2	-0.1	-0.7	0	x	x	-3
COc1cccc2c(O)cc(=O)n(C)c12	0.1	-3.5	0	-3.5	-5	2.6	-0.6	-2	2.4	-0.8	-9
C=C1C[C@]23C[C@@]1(O)CC[C@H]2[C@@]12C=C[C@H](O)[C@@](C)(C(=O)O1)[C@H]2[C@@H]3C(=O)O	0.7&-0.7	-2.1&-0.9	2&3	-1.9&2.7	-8&-1	-2.3&-2.6	-1.6&-1.4	-4&-5	0.9&-0.3	-1.4&-2.3	-7&-1
COc1ccc(C(CC(=O)O)N2Cc3ccccc3C2=O)cc1OC (configuration not stated)	-0.2	-0.7	5	-1.1	1	-0.9	-0.6	0	0.1	-2.0	4
O=C(CSc1nnc(-c2cccnc2)o1)Nc1cccc(F)c1	1.9	3.8	-1	8.0	-2	5.1	-1.2	1	0.5	-0.6	-4
Cc1ccc(NC(=O)COC(=O)c2c(C)nn(-c3ccccc3)c2C)cc1	-1.8	-1.6	0	-1.7	-7	-2.0	-1.0	-2	-0.6	4.0	-13
COc1ccccc1S(=O)(=O)Cc1ccc(C(=O)NCCN(C)C)o1	0.6	1.0	1	1.9	-2	-0.1	-0.7	-1	2.5	-0.9	-11
CCOCCCNC(=O)N1CCOCC1	-0.1	-2.7	4	3.4	-1	0.7	-1.4	0	0.6	-1.7	-5
COc1cccc(C(=O)N/N=C/C(Br)=C/c2ccccc2)c1	-1.8	1.3	-5	8.8	0	-1.0	-0.8	12*	-1.9	-1.5	-3
CCOC(=O)[C@@H]1[C@H]2COc3ccccc3[C@@H]2N2C(=O)N(c3ccc(Br)cc3)C(=O)[C@]12C	-0.4	1.7	-3	-0.3	-4	-0.4	-1.3	2	0.6	1.1	1
O=C(O)CCC(=O)NNc1nc2ccccc2nc1-c1ccccc1	-0.6	0.0	2	0.0	-6	-1.2	-1.3	0	-0.6	0.7	-2
COC(=O)C[C@H]1CC[C@@H](NC(=O)Nc2ccc(C(F)(F)F)cc2)[C@@H](CO)O1	0.7	x	0	-1.3	-4	4.6	-0.5	-5	x	1.2	-10
Oc1[nH]c2ccccc2c1C=Nc1ccc2c(c1)OCO2	6.6*	4.8	-5	17*	-2	7.0*	0.7	4	5.1*	-6.3	1
NC(=O)c1ccsc1NC(=O)CSc1ncnc2sccc12	-0.7	3.0	1	-1.0	-4	1.1	-0.8	-3	0.7	-0.3	-9
COc1ccc(C2C(C(C)=O)=C(C)Nc3ncnn32)c(OC)c1OC (configuration not stated)	-0.3	0.1	-1	2.1	-4	-0.3	0.0	1	-1.3	0.2	8
CCOc1ccc(N(CC)C(=O)COc2cc(=O)n(CC)c3ccccc23)cc1	-0.5	0.8	-7	-4.2	-4	-1.6	-1.3	-2	0.1	-0.6	-8
CCCCc1nc2cc(C(=O)N3CCC(O)CC3)ccc2o1	1.9	4.0	0	11*	-3	6.2*	1.0*	6	1.4	-0.2	1
CC1=NN(C(=O)CCCc2ccccc2)C(O)(C(F)(F)F)C1 (configuration not stated)	1.1	1.1	2	1.7	1	2.3	-1.1	2	1.7	-1.2	12
CCOc1ccccc1C(=O)n1nc(C)cc1C	0.6	3.8	1	1.0	1	1.1	-0.6	2	0.8	0.4	3
CN(CCC1CCCCO1)C(=O)CCc1nnc(C2CCCCC2)o1 (configuration not stated)	0.2	2.3	1	3.7	0	-0.2	-0.4	1	3.9	-0.5	4
CC(CCc1ccccc1)NC(=O)c1ccncc1 (configuration not stated)	-0.7	-3.6	-2	-0.8	0	0.1	-1.0	-1	-0.8	-0.1	2
Cc1cc(C)nc(SCc2ccc(F)cc2)n1	-0.3	0.9	-3	0.2	-2	-1.1	-0.8	1	-0.1	-0.1	0
Cc1ccc(C)c(Cn2nnc3c(=O)[nH]c(C4CCN(C(=O)c5cccs5)CC4)nc32)c1	-0.5	-0.2	-7	-0.7	1	-0.7	-1.5	2	-1.1	1.8	-5
CCSc1nsc(NC(=O)Nc2ccccc2Cl)n1	0.1	3.8	1	11*	2	0.3	0.0	1	1.2	-0.9	5
CC(C)OCCCNC(=S)Nc1ccc(S(N)(=O)=O)cc1	1.0	-1.4	-1	-2.3	0	-2.1	-1.3	-2	0.2	0.2	5
CCN1CCN(Cc2ccc(NC(=O)c3ccc(C)c(NC(=O)c4csc(-c5ccncc5)n4)c3)cc2C(F)(F)F)CC1	-0.5	-5.2	5	-0.1	-4	-1.4	-1.6	-1	-0.6	-1.1	1
COc1cccc(COC(=O)c2c(C)nn(-c3ccccc3)c2Cl)c1OC	2.0	-1.1	0	1.2	-1	-1.3	-1.9	-2	0.5	1.6	5
Cc1cc(C(=O)COC(=O)c2ccc3c(c2)OCO3)c(C)n1Cc1cccs1	1.3	3.8	-2	4.8	8	-0.6	-1.4	0	0.5	-0.3	6
O=C(CN(C(=O)c1csnn1)c1ccc(F)cc1)NCc1ccc(F)cc1	0.8	1.0	-2	1.1	-1	0.5	-1.5	0	2.3	1.2	5
COc1ccc(NC(=O)CN(C)S(=O)(=O)c2ccc(Cl)cc2)cn1	1.4	2.0	-1	0.1	-4	-1.4	-1.3	4	-0.5	0.4	-15
CC1(C)CC(=O)C(C(C#Cc2ccccc2)C2=C(O)CC(C)(C)CC2=O)=C(O)C1	1.0	-1.7	4	3.4	-2	-1.4	-1.7	-1	-1.2	1.2	-1
Cn1cc(C(=O)c2ccc(Cl)cc2Cl)cc1C=O	-1.1	-1.8	4	-2.6	-3	-0.1	-1.4	-1	0.1	-1.5	-4
CCN(CC)S(=O)(=O)c1cccc(NC(=O)CCNC(=O)c2ccccc2Cl)c1	0.2	-0.9	-3	1.1	-1	-2.2	-1.1	-1	0.4	-1.3	0
O=C(Cn1ncc2c3ccccc3n(Cc3ccccc3F)c2c1=O)NCCCN1CCCC1=O	-0.5	0.9	19	-3.2	-16	-2.2	-1.0	-4	0.5	-0.2	-46
CCC(C)NC(=O)NC1C(NC(=O)NC(C)CC)N(C)C(=O)N1C (configuration not stated)	-0.2	-0.2	1	0.4	-3	-1.8	-1.2	1	0.8	1.3	-3
Cc1ccc(S(=O)(=O)NCc2cccnc2)cc1C(=O)NC1CCCCC1	-0.1	-4.6	0	0.9	-3	-0.5	-0.5	1	1.5	-1.1	-10
COc1cc(C2C(C#N)=C(N)OC3=C2C(=O)CCC3)ccc1OC(=O)N1CCOCC1 (configuration not stated)	-0.4	1.5	1	0.8	-2	-0.5	-1.7	3	-0.1	-0.7	3
O=C(N/N=C/C(Br)=C\c1ccccc1)c1ccco1	0.5	5.6	-3	9.3	0	0.6	-0.3	9.4*	x	-2.4	5
O=C(Nc1nn[nH]n1)c1ccc(S(=O)(=O)N2CCCCC2)cc1	1.1	-1.6	6	1.1	0	0.4	-1.0	-4	-0.1	0.4	-3
Cc1cccn2c(=O)c3cc(C(=O)NCc4ccco4)c(=N)n(C(C)C)c3nc12	-0.5	1.9	16	0.9	-317	0.7	-0.9	3	-0.6	-2.5	i

Some of these compounds in order of their number in ADAM10 inh, rising:
SMILES	DAX1 inh-1	NPR1 activator	ADAM17 inh	hcDAF12 agonist	ssDAF-12 act	SMARCA2 activ	DAX1 inh-2	PG9 Ab binder	ADAM10 inh
O=C(Nc1nn[nH]n1)c1ccc(S(=O)(=O)N2CCCCC2)cc1	1.1	6	0	0.4	-1.0	-4	-0.1	0.4	-3
CC1(C)CC(=O)C(C(C#Cc2ccccc2)C2=C(O)CC(C)(C)CC2=O)=C(O)C1	1.0	4	-2	-1.4	-1.7	-1	-1.2	1.2	-1
O=C(N/N=C/C(Br)=C\c1ccccc1)c1ccco1	0.5	-3	0	0.6	-0.3	9.4*	x	-2.4	5

(continued)
SMILES	DAX1 inh-1	GAA850 FXN act	NPR1 activator	hgDAF12 agonist	ADAM17 inh	hcDAF12 agonist	ssDAF-12 act	SMARCA2 activ	DAX1 inh-2	PG9 Ab binder	ADAM10 inh
CCc1ccccc1NC(=O)N1CCCc2ccccc21	-0.7	-2.1	0	-3.5	2	0.3	-1.4	1	1.2	-0.9	1
O=C(CN1CCC(c2nc3ccccc3s2)CC1)NCc1cccs1	-3.2	-0.8	1	-5.8	-4	-3.5	-2.8	-5	-3.3	2.3	-4
Cc1[nH]c2ccccc2c1C(=O)CSc1ccccc1	0.8	3.9	6	8.2	5	3.4	-0.7	2	0.3	-3.1	2
COc1cc(NS(C)(=O)=O)ccc1Nc1c2ccccc2nc2ccccc12	-6.5	-8.9	-18	-8.8	-258	-0.7	-1.1	5	-3.5	-11	i
O=C(Nc1c(C(=O)N2CCOCC2)oc2ccccc12)c1cccc([N+](=O)[O-])c1	-0.2	0.1	-2	-0.3	-16	-1.4	-1.0	3	0.0	1.1	0
COc1ccc(C(N)c2csc(Nc3ccc(C(=O)NCCCO)cn3)n2)cc1 (configuration not stated)	-0.8	1.0	2	-2.1	-9	-0.4	-0.7	-1	x	-0.5	-34
CN(C(=O)CN1C(=O)S/C(=C\c2ccccc2F)C1=O)C1CCS(=O)(=O)C1 (configuration not stated)	-0.1	0.6	4	-0.5	-5	1.3	-1.0	-1	2.1	-2.0	-4
NC(=O)c1cccc(CC(=O)c2ccccc2)c1	0.5	0.4	1	3.6	-3	-2.5	-0.9	-3	0.6	0.6	-5
COCCNc1ncnc2c1ncn2[C@H]1CN(Cc2ccncc2)C[C@@H](CO)O1	0.1	2.1	0	1.3	-4	-1.2	-1.1	-3	x	0.8	-15
CC12CCC(C(=O)NCCCN3CCOCC3)(C(Br)C1=O)C2(C)C (configuration not stated)	-0.4	2.5	2	2.0	-5	1.1	-1.2	0	1.0	0.2	-10
COC(=O)c1cc2c(c3c4ccccc4n(S(=O)(=O)c4ccccc4)c13)C(=O)N(C)C2	-0.6	x	2	-1.3	-4	3.1	-0.2	-5	x	1.0	-17
COc1ccc(N2CC(C(=O)Nc3c4c(nn3-c3ccc(OC)cc3)CS(=O)(=O)C4)CC2=O)cc1 (configuration not stated)	-0.3	0.6	-2	0.3	0	-1.1	-1.0	-1	-0.6	-3.3	-4
COC(=O)c1ccc(NC(=S)N2CCN(C(=O)c3ccco3)CC2)cc1	0.2	0.3	2	-1.0	4	-0.7	-0.9	-2	0.1	-0.8	-2
Cc1nc(C)c(-c2ccn(S(=O)(=O)c3ccc(Cl)cc3)n2)o1	-0.4	1.6	4	-2.6	-4	-3.3	-1.9	-3	2.4	-0.6	-3

An excerpt from above in order of molecular weight, lowest first.
SMILES	DAX1 inh-1	GAA850 FXN act	NPR1 activator	hgDAF12 agonist	ADAM17 inh	hcDAF12 agonist	ssDAF-12 act	SMARCA2 activ	DAX1 inh-2	PG9 Ab binder	ADAM10 inh
Cc1nc(C)c(-c2ccn(S(=O)(=O)c3ccc(Cl)cc3)n2)o1	-0.4	1.6	4	-2.6	-4	-3.3	-1.9	-3	2.4	-0.6	-3
COC(=O)c1ccc(NC(=S)N2CCN(C(=O)c3ccco3)CC2)cc1	0.2	0.3	2	-1.0	4	-0.7	-0.9	-2	0.1	-0.8	-2
CC12CCC(C(=O)NCCCN3CCOCC3)(C(Br)C1=O)C2(C)C (configuration not stated)	-0.4	2.5	2	2.0	-5	1.1	-1.2	0	1.0	0.2	-10
